PLK1 PBD inh: qHTS for Inhibitors of PLK1-PDB (polo-like kinase 1 - polo-box domain): Primary Screen. Plk1 PBD binding of FITC phosphopeptide, fluorescence polarization. Serine/threonine-protein kinase PLK1 (Homo sapiens), P53350. Potency, µM, for inactives: max response, negative = inhibition, most hits filed as inhibitors. hit rate 2.8% among 360,000; further: potency means the concentration at half of the fitted maximal effect; series mostly up to about 57 µM; on the % scale 0 is the no-effect control and ±100 the full control effect; nearly all actives have a fitted effect of over 65% in size
Target sequence (P53350 whole entry, looked up, the tested form may be a part): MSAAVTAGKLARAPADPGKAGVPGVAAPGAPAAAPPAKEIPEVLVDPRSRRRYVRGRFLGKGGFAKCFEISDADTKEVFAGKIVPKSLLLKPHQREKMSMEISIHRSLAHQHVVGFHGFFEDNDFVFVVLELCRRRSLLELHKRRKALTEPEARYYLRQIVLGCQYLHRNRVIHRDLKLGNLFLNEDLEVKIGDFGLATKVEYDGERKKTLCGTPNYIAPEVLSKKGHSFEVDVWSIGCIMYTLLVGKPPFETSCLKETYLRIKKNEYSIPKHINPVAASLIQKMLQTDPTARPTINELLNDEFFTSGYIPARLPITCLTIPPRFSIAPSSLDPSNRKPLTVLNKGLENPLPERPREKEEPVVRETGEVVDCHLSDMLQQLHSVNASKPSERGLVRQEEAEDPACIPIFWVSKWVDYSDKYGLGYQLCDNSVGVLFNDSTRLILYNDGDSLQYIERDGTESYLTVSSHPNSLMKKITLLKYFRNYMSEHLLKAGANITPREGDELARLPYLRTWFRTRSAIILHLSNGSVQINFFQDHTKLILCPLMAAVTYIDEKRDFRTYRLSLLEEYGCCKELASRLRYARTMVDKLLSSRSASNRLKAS
EPAC2 agonist: qHTS for Agonist of cAMP-regulated guanine nucleotide exchange factor 4 (EPAC2): primary screen. hit rate 0.079% among 360,000. AID 720711, 2013. Potency, µM (highest dose often 154 µM), inactives show at the highest dose activation, most hits filed as activators. Rap guanine nucleotide exchange factor 4 (Homo sapiens), Q8WZA2. EPAC2 activation, biochemical qHTS; response scale: 100% = 6.5 mM cAMP response; further: potency means the concentration at half of the fitted maximal effect; nearly all actives have a fitted effect of over 50% in size
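Each well held 100 nM EPAC2, 250 nM RAP1B-BODIPY-GDP and 50 uM GDP. Fluorescence, read at 5-min intervals to 30 min, was referenced to a 6.5 mM cAMP positive control.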
EPAC1 ag: qHTS for Agonist of cAMP-regulated guanine nucleotide exchange factor 3 (EPAC1): primary screen | Rap guanine nucleotide exchange factor 3 (Homo sapiens), O95398 | EPAC1 agonist qHTS, biochemical assay; response scale: 100% = response to 6.5 mM cAMP | Potency, µM (series often up to 154 µM), for the others: top-dose activation, actives largely listed as activators | hit rate 0.073% among 360,000 | AID 720707, 2013; further: potency means the concentration at half of the fitted maximal effect; nearly all actives have a fitted effect of over 60% in size
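EPAC1 100 nM, Rap1B–BODIPY-GDP 250 nM, unlabeled GDP 50 uM; compound titration; 5 min RT; kinetic read ex480/em540 at 5-min intervals ×30 min; data normalized to 6.5 mM cAMP agonist control.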
WRN helicase inh: qHTS for Inhibitors of WRN Helicase; Bifunctional 3'-5' exonuclease/ATP-dependent helicase WRN (Homo sapiens), Q14191; WRN helicase unwinding, fluorescent forked duplex, kinetic; Potency, µM (series often up to 114 µM), for the others: at the top dose activity change, negative = inhibition, most hits filed as inhibitors; hit rate 0.46% among 360,000; further: potency means the concentration at half of the fitted maximal effect; on the % scale 0 is the no-effect control and ±100 the full control effect; nearly all actives have a fitted effect of over 55% in size
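Fluorescence dequenching readout, ex 525 nm/em 598 nm, kinetic mode: forked duplex DNA (100 nM final) with adjacent fluorophore and quencher unwound by WRN (20 nM final) with 2 mM ATP. Compound preincubation 15 min, room temperature.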
EPAC1 antagonist: qHTS for Antagonist of cAMP-regulated guanine nucleotide exchange factor 3 (EPAC1): primary screen | Potency, µM (highest dose often 115 µM), for the others: at the top dose activity change, negative = inhibition, hits mostly inhibitors | EPAC1 GEF assay, Rap1b-BODIPY-GDP exchange fluorescence | hit rate 0.14% among 360,000 | AID 720709, 2013 | Rap guanine nucleotide exchange factor 3 (Homo sapiens), O95398;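 further: potency means the concentration at half of the fitted maximal effect; plate controls were vehicle for no effect and positive control for full effect; nearly all actives have a fitted effect of over 50% in size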
CCT modulator: High-Throughput Screening for Modulators of Cytosolic Chaperonin Activity | purified chaperonin ATPase assay, HTRF ADP detection, 30 min | activity change, % (test concentration not listed), hits read low | hit rate 0.3% among 360,000 | AID 651819, 2012; in the data active means activity change below about -30%; further: on the % scale 0 is the no-effect control and ±100 the full control effect
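First, chaperonin was dispensed at 40 nM or 20 nM final depending on batch activity. Next, compounds were pinned at 76 uM and ATP added at 10 uM. After 30 min at 37 °C, ADP detection reagents ran 30 min at ambient temperature.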
PI5P4K alpha inh: qHTS for Inhibitors of phosphatidylinositol 5-phosphate 4-kinase (PI5P4K) | AID 652105, 2013 | PI5P4Kalpha enzyme, ADP-Glo luminescence, 60 min; hits give low values | hit rate 1.2% among 330,000 | max response, % | Phosphatidylinositol 5-phosphate 4-kinase type-2 alpha (Homo sapiens), P48426; active means max response of -50% or lower; inconclusive means between -30% and -50%; inactive means -30% or higher; further: value at the top dose of about 77 µM; on the % scale 0 is the no-effect control and ±100 the full control effect
Target sequence (P48426 whole entry, looked up): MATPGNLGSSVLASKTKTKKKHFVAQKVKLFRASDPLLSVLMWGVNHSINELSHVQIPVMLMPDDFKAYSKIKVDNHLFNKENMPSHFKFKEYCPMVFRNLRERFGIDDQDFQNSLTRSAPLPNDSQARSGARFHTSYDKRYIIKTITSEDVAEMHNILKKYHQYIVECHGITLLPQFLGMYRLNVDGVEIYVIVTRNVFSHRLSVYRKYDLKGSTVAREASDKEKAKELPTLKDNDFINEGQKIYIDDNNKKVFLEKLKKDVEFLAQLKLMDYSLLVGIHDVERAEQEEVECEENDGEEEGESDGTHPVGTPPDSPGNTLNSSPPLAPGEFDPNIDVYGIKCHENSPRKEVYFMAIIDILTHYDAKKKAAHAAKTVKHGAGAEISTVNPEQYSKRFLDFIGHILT
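Enzyme plus substrate dispensed, test compounds pinned in, then ATP (5 microM final) added. After 60 min at RT, ADP-Glo reagent 1 for 45 min and reagent 2 for 30 min preceded luminescence imaging.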
IL-2 act: qHTS of IL-2 Activators; hit rate 0.065% among 360,000; activation, % (series mostly up to about 46 µM); IL-2 activation reporter assay, cell-based qHTS; stimulated with anti-CD3/CD4/CD28 beads; in transgenic mouse T cells; in the data active means activation above about 50%; inconclusive means mostly about 30% to 49%; further: 0% is about no effect
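Screening format: compound pinned onto unstimulated transgenic mouse T cells, 60 min incubation, then anti-CD3/anti-CD4/anti-CD28 bead stimulation for 18 hours at 37 degrees C, followed by EGFP and DsRed detection.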
* hit, by the source's call; ? = inconclusive; / = no result given; [ ] = remark or other dose. Unless noted, the call rests on the fitted dose curve; in most records, active means well fitted curve in the direction sought with a large enough effect; inconclusive means small, poorly fitted or top-dose-only effect, or another doubt; inactive means no such curve, though single readings can be large; an effect the other way counts as inactive or inconclusive. These rows are one share of the data; count on the stated rates, not on these rows.

no.	SMILES	PLK1 PBD inh	EPAC2 agonist	EPAC1 ag	WRN helicase inh	EPAC1 antagonist	CCT modulator	PI5P4K alpha inh	IL-2 act
1	CC(ON1CC1(C(F)(F)F)C(F)(F)F)(C(N)=O)C(N)=O (stereo not drawn)	-2%	5%	-9%	-3%	-17%	-1.1	13	-0.3
2	COc1c(C)cc(C(=O)C2CCCN(C3CCOCC3)C2)cc1C (stereo not drawn)	-1%	-6%	-7%	-5%	3%	0.4	-1	-2.6
3	CCCCP(=O)(O)c1ccccc1	-7%	-5%	5%	-5%	-1%	-0.8	/	-0.7
4	CC(C)CNC(=O)/C=C/C=C/CCCCCC/C=C/c1ccc2c(c1)OCO2	1%	-3%	9%	-6%	1%	-2.4	2	3.2
5	Cc1ncc([N+](=O)[O-])n1CCOC(N)=O	-9%	5%	13%	-1%	-5%	-0.9	-1	-1.9
6	CC1CN=C(NCc2ccccc2Cl)S1 (stereo not drawn)	-6%	5%	11%	-6%	9%	-0.2	0	0.1
7	COc1ccc(C(c2ccc(OC)cc2)C(Cl)(Cl)Cl)cc1	-7%	11%	0%	-13%	3%	0.2	23	1.9
8	COC(=O)C1=C(c2cc3ccccc3o2)C[C@@H]2CC[C@H]1N2C(=O)N1CCCC1	-6%	4%	8%	3%	1%	-0.2	0	-0.4
9	O=[N+]([O-])c1ccccc1-c1cc(-c2ccccc2)cc(-c2ccccc2)[n+]1Cc1ccccc1Cl	-4%	7%	-6%	-7%	-3%	-0.9	-4	-0.7
10	CN1CC[C@@]2(C)c3cc(O)ccc3N(C)C2O1 (stereo partly drawn)	/	29%	-2%	/	?	/	/	0.1
11	O=C1C2CCCN2C(c2cccs2)N1c1ccccn1 (stereo not drawn)	-7%	8%	11%	12%	8%	-0.1	/	-0.2
12	c1ccc(CCc2ccc3n2Cc2cnnn2-c2ccccc2-3)cc1	-10%	10%	2%	-11%	-9%	0.1	0	-0.5
13	CCOC(=O)c1c(C)[nH]c(C(=O)C(Cc2ccccc2)N(C)C)c1C (stereo not drawn)	6%	-6%	-7%	-7%	-23%	-2.1	25	-0.1
14	COc1nc2ccccc2nc1N1CC1	5%	1%	/	0%	-9%	-2.5	5	-0.2
15	CC1(C)C2([N+](=O)[O-])CN3CC1([N+](=O)[O-])CN(C2)C3c1ccccn1 (stereo not drawn)	0%	5%	-1%	-4%	-10%	1.1	4	-0.1
16	CCCC[N+]12CCC(CC1)C(=C(c1ccccc1)c1ccccc1)C2	?	5%	1%	-25%[57.1 µM]	-7%	-0.5	-24	-2.4
17	CC[N+](CC)(CC)CCCOC(=O)C(O)(c1ccccc1)C1CCCCC1 (stereo not drawn)	-11%	2%	-2%	10%	9%	-15	1	-0.3
18	CCN1C(=O)NC(=O)C2(CCCC2)C1=O	-6%	0%	3%	2%	-2%	-3.0	4	-3.0
19	CCOc1ccc(CNCCc2ccc3c(c2)OCO3)cc1	-10%	6%	10%	4%	6%	-3.4	1	0.5
20	Oc1ccc(Cl)cc1CN1CCN(Cc2ccccc2)CC1	-8%	7%	8%	-6%	4%	1.8	3	-2.1
21	CC(C)CCn1c(=O)c(C(=O)Nc2ccccc2S(N)(=O)=O)c(O)c2ccccc21	-1%	-7%	10%	-30%	?	-1.7	-25	-0.2
22	c1ccc(C2CC3CC4(CCCC4)N2O3)cc1 (stereo not drawn)	-12%	12%	8%	-11%	-1%	-2.2	/	-1.8
23	O=c1[nH]c(=S)[nH]c(O)c1CN1CCCCC1	-10%	10%	8%	9%	9%	-22	3	-2.7
24	Oc1ccc(CCNCc2cc3c(cc2Br)OCO3)cc1	-9%	3%	11%	-11%	-15%	-3.3	2	-2.0

Brought forward from above: three compounds, then new ones.
no.	SMILES	PLK1 PBD inh	EPAC2 agonist	EPAC1 ag	WRN helicase inh	EPAC1 antagonist	CCT modulator	PI5P4K alpha inh	IL-2 act
22	c1ccc(C2CC3CC4(CCCC4)N2O3)cc1 (stereo not drawn)	-12%	12%	8%	-11%	-1%	-2.2	/	-1.8
23	O=c1[nH]c(=S)[nH]c(O)c1CN1CCCCC1	-10%	10%	8%	9%	9%	-22	3	-2.7
24	Oc1ccc(CCNCc2cc3c(cc2Br)OCO3)cc1	-9%	3%	11%	-11%	-15%	-3.3	2	-2.0
25	COc1cccc(NP(=O)(Oc2ccccc2)Oc2ccccc2)c1	-8%	12%	12%	-9%	?	-2.3	-6	-5.2
26	COCCNC(=O)Cn1cc(C=C2C(=O)NC(=O)NC2=O)c2ccccc21	6.7µM*	6%	-1%	-18%	-47%	0.4	5	-0.2
27	Fc1ccc(CNCCc2ccc3c(c2)OCO3)cc1	-4%	0%	-3%	4%	-15%	4.1	2	-0.3
28	COc1ccc(C(c2nnnn2Cc2ccccc2)N2CCC(n3c(=O)[nH]c4ccccc43)CC2)cc1 (stereo not drawn)	7%	14%	-1%	-5%	-29%	0.2	3	0.6
29	O=C(CN1CCN(Cc2cccc(Cl)c2)C1=O)N1CCC2(CC1)OCCO2	-1%	5%	-1%	-22%	-6%	-1.8	3	1.2
30	Cc1ccccc1N1CCN(Cc2ccc3c(c2)OCO3)CC1	-8%	9%	-2%	-2%	-7%	0.5	1	-0.5
31	CCC(C)N1C(=O)NC(=O)C2(Cc3cc(C)ccc3N(C)C2)C1=O (stereo not drawn)	?	-5%	1%	-7%	-6%	-4.5	-6	-2.3
32	c1cncc(CNCCN2CCNCC2)c1	-4%	1%	6%	?	-18%	-2.4	7	0.3
33	CN1CCN(CCC(C#N)(c2ccccc2)c2ccccc2)CC1	-21%	3%	4%	9%	-5%	-0.1	1	-0.7
34	COc1ccccc1-n1c(O)c(C=NCc2ccc3c(c2)OCO3)c(=O)[nH]c1=O	-2%	-6%	0%	-3%	-12%	-0.1	7	-0.1
35	COC(=O)C1=C(c2ccc(OC(F)(F)F)cc2)C[C@@H]2CC[C@H]1N2C(=O)NCCCOC(C)C	-4%	0%	-22%	8%	6%	0.2	1	0.0
36	S=P(N1CCCCCC1)(N1CC1)N1CC1	-10%	2%	8%	-9%	-5%	1.4	-3	-0.8
37	C=CCn1c(O)c(C=NCCN(C)C)c(=O)[nH]c1=O	7%	0%[15.6 µM]	4%	5%	-2%	-0.1	-4	-0.9
38	CC1=Nc2ccccc2/C1=C/c1c(O)n(C)c(=O)[nH]c1=O	?	2%	3%	-13%	-17%	0.5	-4	-0.1
39	Cc1cc(C)cc(OCCOc2cccc(C=C3C(=O)NC(=O)NC3=O)c2)c1	6µM*	-1%	6%	-11%	-4%	-5.1	-51*	-0.4
40	CN(C)CC1CSCCC1(O)c1ccc(C(F)(F)F)cc1 (stereo not drawn)	-6%	10%	-2%	-3%	-10%	0.6	-2	-3.0
41	COc1ccc(C(=O)C23CN4CN(CN(C4)C2)C3)cc1	-7%	1%	4%	3%	-2%	-2.8	3	0.5
42	C[C@]12CC[C@H](O)CC1C(=O)CC1C2CC[C@@]2(C)C1CC[C@@H]2O (stereo partly drawn)	4%	-1%	7%	12%	6%	-2.1	1	-4.1
43	COC(=O)C1=C(c2ccc(OC(F)(F)F)cc2)C[C@@H]2CC[C@H]1N2C(=O)NC(C)C	-10%	-4%	-21%	-3%	-19%	-1.5	3	4.2
44	C[C@]12CCC3[C@@H](CCC4=CC(=O)CC[C@@]43CO)C1CCC2=O (stereo partly drawn)	-4%	1%	-5%	2%	4%	1.5	-1	-0.3
45	CC1=C(C(=O)O)N2C(=O)C(NC(=O)CCCC(=O)O)C2SC1 (stereo not drawn)	?	-1%	11%	-6%	8%	1.6	-8	0.1
46	N#CCn1c(CCl)nc2ccccc2c1=O	?	13%	3%	-13%	2%	-0.3	4	-0.9
47	C/C(=N\NC(=O)c1ccncc1)c1c(O)n(-c2ccccc2)c(=O)[nH]c1=O	-18%	12%	0%	-3%	-8%	-1.2	-10	2.7
48	COC(=O)CC1=C(C(=O)OC)C2(C(=O)N(C)c3ccccc32)C(C#N)=C(N)O1 (stereo not drawn)	-17%	-4%	2%	8%	-1%	1.8	1	-3.4
49	O=C1OCCC1C(=O)c1ccccc1 (stereo not drawn)	-8%	2%	6%	12%	10%	-1.2	-3	-2.0
50	Cc1cc(C(=O)N2CCC3(CC2)OCCO3)no1	-4%	3%	-2%	-9%	-7%	1.5	0	-1.2
51	Cn1c(=O)c2c(nc(N/N=C/c3c(O)n(-c4ccccc4)c(=S)[nH]c3=O)n2C)n(C)c1=O	1%	4%	-3%	-23%[57.1 µM]	10%	-2.3	1	0.9
52	CC(=O)c1cn(Cc2ccc(C#N)cc2)c2ccccc12	-8%	15%	6%	0%	6%	-1.8	2	-0.4
53	O=C1C(=O)N(c2ccccc2)P(=O)(N(CCCl)CCCl)N1c1ccccc1	2%	10%	11%	-2%	5%	1.8	7	0.3
54	C=CCn1c(O)c(C(CC)=Nc2ccc(N(C)C)cc2)c(=O)[nH]c1=O	6%	-4%	-2%	1%	16%	1.2	0	-1.3
55	CN(C)S(=O)(=O)c1cc(NC(=O)C[N+]23CCN(CC2)CC3)ccc1Cl	-5%	28%	-5%	-21%[57.1 µM]	5%	1.8	4	-2.3

Bioassay records deposited in PubChem by National Center for Advancing Translational Sciences (NCATS).
